# Source: PubChem BioAssay
# OXTR agonist – human OXTR agonists, primary screen, fluorescence, CHO-OTR cells, Fluo-8 calcium; Oxytocin receptor (Homo sapiens), P30559; Fluo-8 calcium fluorescence; normalized: DMSO 0%, oxytocin 100%; activation, % at 3 µM; 0.32% of 320,000 active; AID 2435, 2010;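 active means activation above the mean of all tested compounds plus 3 SD, cutoff set per screening run, cut at about 20% in these data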;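 further: peak over basal fluorescence ratio from a 100 s FLIPR kinetic read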
# Target sequence (P30559 whole entry, looked up): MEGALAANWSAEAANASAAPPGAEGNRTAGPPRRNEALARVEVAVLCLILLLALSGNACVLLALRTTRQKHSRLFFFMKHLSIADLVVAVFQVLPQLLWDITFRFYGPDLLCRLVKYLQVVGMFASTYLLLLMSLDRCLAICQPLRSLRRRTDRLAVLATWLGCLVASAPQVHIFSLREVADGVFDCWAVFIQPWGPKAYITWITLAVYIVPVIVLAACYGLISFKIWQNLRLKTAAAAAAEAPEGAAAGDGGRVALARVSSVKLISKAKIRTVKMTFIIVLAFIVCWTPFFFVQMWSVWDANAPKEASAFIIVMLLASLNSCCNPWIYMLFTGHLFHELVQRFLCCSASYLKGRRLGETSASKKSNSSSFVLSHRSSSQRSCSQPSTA
# Active calls of the source: *.
SMILES,OXTR agonist
CCOC(=O)c1nc(C(=O)NCc2ccc(C)cc2)nc2ccccc12,-2.0
CC(C)(C)C(=O)COC(=O)c1cc(S(=O)(=O)N2CCCCC2)ccc1N1CCOCC1,0.2
Cc1ccc(NS(=O)(=O)c2c(F)cc(F)c(Cl)c2F)cc1S(=O)(=O)N1CCOCC1,1.9
Cc1cc(=O)oc2cc(NC(=O)C(C)Oc3ccc(F)cc3)ccc12 (stereo not given),-0.5
Cc1ccc(CN2CC(C(=O)NC3CCCC(C)C3C)CC2=O)cc1 (stereo not given),-2.0
Cc1cccc(C)c1NC(=O)CNC(=O)C1COc2ccccc2O1 (stereo not given),-0.7
Cc1ccc2c(c1)[C@H]1[C@H](CO2)[C@H](c2ccccc2)[C@]2(C)C(=O)Nc3ccccc3C(=O)N12,-0.5
CC(CCc1ccccc1)NC(=O)CCC1CCCC1 (stereo not given),-2.1
CC1CC(C)CN(C(=O)COC(=O)COc2ccccc2C#N)C1 (stereo not given),-0.4
CCc1noc(C)c1C(=O)NCCN1C(=O)S/C(=C\c2ccc(OC)cc2)C1=O,8.5
CCOc1ccc(CCNC(=O)COc2cccc(-n3cnnn3)c2)cc1OCC,1.4
COc1ccc(/C=C2\SC(=O)N(CCNC(=O)Cn3[nH]c(=O)c4ccccc4c3=O)C2=O)cc1,0.3
CNc1snc(C)c1C(=O)OCC(=O)c1ccc(Cl)cc1,8.2
COc1ccc(C(=O)Nc2nc(CC(=O)NCCc3cccc(OC)c3)cs2)cc1,1.3
CC1CCN(C(=O)COC(=O)C2CCN(S(=O)(=O)c3ccc(Cl)c(C(F)(F)F)c3)CC2)CC1,0.8
CC(C)COc1ccc(C(=O)OCC(=O)N(C)CC(=O)Nc2ccc(F)cc2)cc1,-0.1
CC(C)[C@H](NC(=O)c1ccccc1)C(=O)OCC(=O)c1c(N)n(C)c(=O)n(C)c1=O,1.6
O=S(=O)(Nc1ccc(-c2ccc3nncn3n2)cc1)c1ccccc1Cl,1.1
COC(=O)[C@H](Cc1ccccc1)NC(=O)Cn1ccc(NC(=O)OCc2ccccc2)nc1=O,0.9
CC(=O)Nc1ccc(S(=O)(=O)N[C@@H](C)C(=O)N2CCN(C/C=C/c3ccccc3)CC2)cc1,-0.5
CC(=O)c1cccc(S(=O)(=O)Nc2c(C)nn(C)c2C)c1,0.3
COc1ccc(-c2nn(-c3ccccc3)cc2C(=O)NC2CC2)cc1,-2.1
COCCN(C(=O)CSCc1ccc(C)cc1)c1c(N)n(CC(C)C)c(=O)[nH]c1=O,0.4
CCN(CC(=O)Nc1c(F)cccc1F)C(=O)CCN1C(=O)C2CC=CCC2C1=O (stereo not given),0.6
CON(C)C(=O)C[C@@H]1C[C@H](OC(=O)c2ccc([N+](=O)[O-])cc2)CN1C(=O)OC(C)(C)C,-0.2

# Remaining list, next part:
SMILES,OXTR agonist
Cc1ccc(S(=O)(=O)N2CCC[C@H]2C(=O)Nc2ccccc2C)cc1,-0.5
Cc1ccc(S(=O)(=O)N(C)CC(=O)NCC(c2ccco2)N(C)C)cc1 (stereo not given),-0.7
COc1cc(C(=O)NNC(=O)COc2ccccc2Cl)ccc1OCC(=O)N1CCOCC1,-0.3
CCN1C(=O)[C@H]2[C@@H](c3ccc(-c4ccc(C(C)=O)cc4)cc3)N3CCCC[C@@]3(C(=O)OC)[C@H]2C1=O,1.0
CC1CCCN(C(=O)COC(=O)CNC(=O)c2ccc(Br)cc2)C1 (stereo not given),-0.2
Cc1cc(Br)ccc1SCC(=O)NCC(c1ccco1)N1CCCCC1 (stereo not given),-1.8
COC(=O)CNC(=O)CSc1nc2sc(-c3ccccc3)cc2c(=O)n1-c1ccccc1,-0.7
CNC1(C)[C@H]2CC[C@H](C2)C1(C)C (stereo not given in full),0.7
CCOc1ccccc1OCC(=O)Nc1cc(C)on1,0.4
CN1CCN(S(=O)(=O)c2ccc(Nc3cccc(Cl)c3)c([N+](=O)[O-])c2)CC1,2.2
COc1ccc(NC(=O)C(C)N=C2NS(=O)(=O)c3ccccc32)cc1S(N)(=O)=O (stereo not given),0.9
O=C1[C@H]2[C@@H](c3ccc(F)cc3)N3C(=O)N(c4ccc(C(F)(F)F)cc4)C(=O)[C@@]3(Cc3ccccc3)[C@H]2C(=O)N1C1CCCCC1,0.3
CCN(CC)c1ccc(S(=O)(=O)N2CCOCC2)cc1NC(=O)CN1C(=O)NC2(CCC(C)CC2)C1=O (stereo not given),-1.2
C[C@@H]1O[C@@H](OCCC(=O)O)[C@H](O)C[C@H]1O,0.1
O=S(=O)(NC1=NCCCCC1)c1ccc(Cl)cc1Cl,0.3
COCCCn1c(SCC(=O)Nc2oc(C)c3c(C)n[nH]c(=O)c23)nc2sc3c(c2c1=O)CCC3,-1.6
O=C(Nc1cc(S(=O)(=O)N2CCOCC2)ccc1N1CCCCC1)c1ccccc1,-2.1
CN(CC1COc2ccccc2O1)C(=O)Cn1cc(C(F)(F)F)ccc1=O (stereo not given),1.5
CCOc1ccc([C@@H]2CC=C(C(=O)O)[C@H](c3cccc(Cl)c3)N2S(=O)(=O)c2ccc(C)cc2)cc1,-1.3
O=C(OCC(=O)N1CCCCC1)c1cccc(NS(=O)(=O)c2ccccc2)c1,1.3
O=C(Nc1ccc(C(F)(F)F)cc1)C1=NN(C2CCS(=O)(=O)C2)C(=O)CC1 (stereo not given),2.2
Cc1nn(-c2ccccc2)c(Cl)c1C(=O)N(C)CC(=O)Nc1cccc(F)c1,-0.5
Cc1ccc2cccc(OCC(=O)NCCC3=CCCCC3)c2n1,-1.1
O=C(COC(=O)c1ccc(Cl)nc1)NC(=O)c1ccc(OC(F)F)cc1,1.1
CC(OC(=O)c1ccc([N+](=O)[O-])s1)C(=O)NC1CCCCC1C (stereo not given),0.4

# Structural class: the compounds so far with a COOH group
SMILES,OXTR agonist
C[C@@H]1O[C@@H](OCCC(=O)O)[C@H](O)C[C@H]1O,0.1
CCOc1ccc([C@@H]2CC=C(C(=O)O)[C@H](c3cccc(Cl)c3)N2S(=O)(=O)c2ccc(C)cc2)cc1,-1.3

# Continuation:
SMILES,OXTR agonist
Cc1cccc(N2CCN(C(=O)c3ccc4[nH]c(C)c(C)c4c3)CC2)c1C,-0.6
O=C(COC(=O)CNC(=O)C1CCCCC1)Nc1ccccc1OC(F)F,1.4
CCCCn1c(N)c(N(CC(C)C)C(=O)CSc2ccccc2C)c(=O)[nH]c1=O,-1.2
COc1ccc(NS(=O)(=O)c2cccc(C(=O)NCc3cccnc3)c2)cc1,-0.5
O=C(c1cc(-c2ccco2)nc2ccccc12)N(Cc1nnc(-c2ccc(Cl)cc2)o1)C1CC1,-1.8
CCSc1nc(-c2ccccc2)cc(=O)[nH]1,-0.8
CN1CCN(S(=O)(=O)c2ccc(Oc3cccc(C(F)(F)F)c3)nc2)CC1,0.3
CC(=O)Nc1ccc(S(=O)(=O)N[C@@H](C)C(=O)OCC(=O)NC2CCCC2)cc1,0.2
Cc1ccccc1OCC(=O)OCC(=O)Nc1ccc2c(c1)OCO2,1.5
CC1CCCCC1NC(=O)COC(=O)CCC(=O)c1cccs1 (stereo not given),-0.4
CCOC(=O)c1ccc(NC(=O)C2CC3CCC2C3)cc1 (stereo not given),-0.1
C[C@]12C(=O)N(c3cccc(Cl)c3)C(=O)N1[C@@H]1c3ccccc3OC[C@@H]1[C@H]2c1ccccc1,0.7
CC1CCCC(NC(=O)Cn2cc([N+](=O)[O-])ccc2=O)C1C (stereo not given),0.1
NC(=O)c1cc([N+](=O)[O-])ccc1NCc1ccc(N)cc1,4.0
O=C(CNC(=O)C1COc2ccccc2O1)Nc1ccc(F)c(F)c1 (stereo not given),3.6
COc1cc(C)c(NC(=O)c2cccc(S(=O)(=O)N3CCCC3)c2)cc1OC,1.8
Cc1ccc(SCC(=O)N(C)C2CCS(=O)(=O)C2)c(C)c1 (stereo not given),1.3
CCOc1ccc(S(=O)(=O)Nc2ccc(C(=O)N3CC(C)OC(C)C3)cc2)cc1 (stereo not given),34.5*
COc1ccc(OC)c(NC(=O)COc2coc(CN3CCc4ccccc43)cc2=O)c1,1.8
COc1ccc(NC(=O)c2ccccc2)cc1,0.5
O=c1ccc(Cl)nn1-c1ccccc1,-1.6
Cn1nc(C(=O)OCC(=O)Nc2ccccc2OC(F)F)c2ccccc2c1=O,8.0
COc1ccc(-c2cc(C(=O)N(C)CC(=O)Nc3cccc(F)c3)c3ccccc3n2)cc1,-0.2
COc1ccccc1/C=C/C(=O)Nc1cccc(S(=O)(=O)N2CCOCC2)c1,2.4
COc1ccc(N2C(=O)CC(c3ccccc3)CC2=O)cc1,0.9

# Additional compounds follow.
SMILES,OXTR agonist
CCN(c1ccccc1)S(=O)(=O)c1ccc(OC)c(NC(=O)C2CC2)c1,-0.2
COc1ccc(NS(=O)(=O)c2ccc(C)c(NC(=O)C3CCCO3)c2)cc1 (stereo not given),1.1
CCOc1ccc(OCCCC(=O)N2CCN(S(=O)(=O)c3ccccc3C#N)CC2)cc1,7.4
Cc1noc(C)c1NC(=O)Nc1ccc2c(c1)C(=O)N([C@H](C)CO)C[C@H](C)[C@@H](CN(C)C(=O)Nc1ccc(C(F)(F)F)cc1)O2,0.1
Cc1nc(SCC(=O)N2CCOCC2)c2c3c(sc2n1)CCC3,4.7
O=C(CNc1ccc(F)cc1Cl)Nc1cccc(S(=O)(=O)N2CCCCC2)c1,9.7
O=S(=O)(c1ccc(F)cc1)N1CCN(c2nc(-c3cccnc3)nc3ccccc23)CC1,-0.9
Cc1cc(C)c(OCC(=O)OCC(=O)N2CCN(C(=O)c3ccco3)CC2)c(C)c1,-3.0
COc1ccc(NS(=O)(=O)c2cccc(C(=O)OCC(=O)c3c(N)n(C)c(=O)n(C)c3=O)c2)cc1,0.5
Cc1sc2nc(CN3CCOCC3)nc(N3CCN(S(=O)(=O)c4ccccc4)CC3)c2c1C,0.4
O=C(/C=C/c1ccccc1)NCCc1c[nH]c2ccccc12,-0.9
CN1C(C(=O)NCc2ccco2)CC2Cn3c(nc4ccccc43)C21 (stereo not given),1.6
Cc1ccc(S(=O)(=O)N(C)C)cc1NC(=O)COC(=O)Cc1cccs1,1.3
CS(=O)(=O)c1ccc(Cl)c(NC(=O)CSc2nnc(-c3cccs3)n2N)c1,0.3
O=C(CSc1ccc2nnc(-c3ccccc3)n2n1)N1CCCCC1,4.0
Cc1cccc(C#Cc2ccccc2)n1,-1.9
Cc1ccc(C(c2cc(Br)ccc2O)N2CCSCC2)cc1 (stereo not given),-0.2
CCN(CC)CCc1nc(-c2ccccc2)no1,0.6
Cc1cnc(C(=O)OCC(=O)Nc2ccccc2-c2ccccc2)cn1,-1.9
O=C1CC(C(=O)N2CCN(c3ccccc3)CC2)CN1Cc1ccccc1 (stereo not given),0.1
Cc1ccc2nc(SCC(=O)NCCCN3CCCC3=O)[nH]c2c1,-0.8
O=C(COc1cccc(F)c1)NNC(=O)Cc1ccc(Br)cc1,2.5
O=C1CCc2cc(S(=O)(=O)Nc3ccccc3)cc3c2N1CC3,0.2
CCCn1c(=O)n(C)c(=O)c2c(SCC(=O)Nc3cc(C)on3)nc(C(C)(C)C)nc21,-2.4
O=C1O[C@@H](c2ccc(O)cc2)Cc2cccc(O)c21,3.2

# The listing continues:
SMILES,OXTR agonist
c1ccc(C[C@H]2CNCCN2CC2CCCCC2)cc1,2.7
COc1ccc(C(CNC(=O)c2ccco2)N2CCOCC2)cc1 (stereo not given),1.2
CCCNC(=O)COC(=O)C1CCN(S(=O)(=O)c2ccc3c(c2)OCCO3)CC1,-1.9
CC(=O)c1ccc(OC(C)C(=O)NCC2(N3CCOCC3)CCCCC2)cc1 (stereo not given),0.5
CCCCn1c(CCC(=O)O)nc2cc(S(=O)(=O)N3CCCC3)ccc21,1.8
CCN(C(=O)COC(=O)c1ccc(=O)n(Cc2ccccc2)n1)C1CCCCC1,-0.2
O=C(COC(=O)c1n[nH]c2ccccc12)Nc1ccccc1Br,4.2
CC12CCC(CC1=O)C2(C)C (stereo not given),0.4
COc1ccccc1N1CC(C(=O)NCCC2=CCCCC2)CC1=O (stereo not given),-1.7
O=C(CSc1ccc2c(c1)OCCO2)Nc1ncccc1O,1.1
CCCc1cc(=O)[nH]c2nnc(SCC(=O)Nc3cccc(NC(C)=O)c3)n12,-0.1
COc1cccc(NC(=O)CN(C)C(=O)c2ccc(-c3ccc(Cl)cc3)o2)c1,-1.9
CCN1C(=O)[C@H]2[C@@H](c3ccc(-c4ccc(Cl)c(Cl)c4)cc3)N[C@@](C)(C(=O)OC)[C@H]2C1=O,1.3
CCOc1ccc(C(=O)OCC(=O)NC2CCCCCCC2)cc1,-2.7
COCCN(CC(=O)Nc1cc(Cl)ccc1-n1cncn1)Cc1nc2ccccc2c(=O)[nH]1,-0.6

# Structural class: the compounds so far with an aryl thioether with sulfur outside any ring.
SMILES,OXTR agonist
Cc1cc(Br)ccc1SCC(=O)NCC(c1ccco1)N1CCCCC1 (stereo not given),-1.8
COC(=O)CNC(=O)CSc1nc2sc(-c3ccccc3)cc2c(=O)n1-c1ccccc1,-0.7
COCCCn1c(SCC(=O)Nc2oc(C)c3c(C)n[nH]c(=O)c23)nc2sc3c(c2c1=O)CCC3,-1.6
CCCCn1c(N)c(N(CC(C)C)C(=O)CSc2ccccc2C)c(=O)[nH]c1=O,-1.2
CCSc1nc(-c2ccccc2)cc(=O)[nH]1,-0.8
Cc1ccc(SCC(=O)N(C)C2CCS(=O)(=O)C2)c(C)c1 (stereo not given),1.3
Cc1nc(SCC(=O)N2CCOCC2)c2c3c(sc2n1)CCC3,4.7
CS(=O)(=O)c1ccc(Cl)c(NC(=O)CSc2nnc(-c3cccs3)n2N)c1,0.3
O=C(CSc1ccc2nnc(-c3ccccc3)n2n1)N1CCCCC1,4.0
Cc1ccc2nc(SCC(=O)NCCCN3CCCC3=O)[nH]c2c1,-0.8
CCCn1c(=O)n(C)c(=O)c2c(SCC(=O)Nc3cc(C)on3)nc(C(C)(C)C)nc21,-2.4
O=C(CSc1ccc2c(c1)OCCO2)Nc1ncccc1O,1.1
CCCc1cc(=O)[nH]c2nnc(SCC(=O)Nc3cccc(NC(C)=O)c3)n12,-0.1

# Some of the compounds tested; rates above refer to the full screens.
